# Assay outcomes: PubChem, ICCB-Longwood Screening Facility, Harvard Medical School
# PV pol inh – poliovirus RNA polymerase inhibition | P03300 | poliovirus polymerase elongation, fluorescence polarization; active compounds read low | % elongation, % (compound at 16.7 µg/mL) | hit rate 0.66% among 150,000 | AID 588519; in the data active = % elongation below about 90%; also: some results filed as inactive read as strong as hits
# Target sequence (P03300 1749-2209 limits assumed): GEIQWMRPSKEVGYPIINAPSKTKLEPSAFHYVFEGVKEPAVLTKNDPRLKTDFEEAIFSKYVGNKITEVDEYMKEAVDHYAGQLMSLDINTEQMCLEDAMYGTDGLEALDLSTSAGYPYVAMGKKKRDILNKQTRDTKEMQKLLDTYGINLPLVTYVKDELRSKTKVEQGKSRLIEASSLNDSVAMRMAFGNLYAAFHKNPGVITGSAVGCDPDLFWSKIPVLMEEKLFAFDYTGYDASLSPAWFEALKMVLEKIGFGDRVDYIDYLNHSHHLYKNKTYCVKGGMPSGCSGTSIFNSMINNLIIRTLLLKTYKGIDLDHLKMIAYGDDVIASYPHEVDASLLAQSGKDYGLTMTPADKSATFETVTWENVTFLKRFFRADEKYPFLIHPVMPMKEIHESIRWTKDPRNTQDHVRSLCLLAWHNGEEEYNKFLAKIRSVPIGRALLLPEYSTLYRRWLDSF
# PV pol inh FP z-score – also measured in PV pol inh; calls as there; z-score; measured here: FP z-score; hits read low
# An asterisk follows results filed as active. The list is partial; count on the stated rates, not on these rows.
SMILES,PV pol inh,PV pol inh FP z-score
CC(NC(=O)c1cccc2c1C(=O)N(Cc1cccnc1)C2)c1cccs1 (configuration not stated),104,0.8
Cc1ccc(C)c(OCCCC(=O)Nc2ccc(N3CCOCC3)cc2)c1,100,-0.9
Cn1cc(P(=S)(N2CCOCC2)N2CCOCC2)cc1P(=S)(N1CCOCC1)N1CCOCC1,100,-0.1
COc1ccc(NC(=S)N(CCCN2CCOCC2)Cc2ccccn2)cc1,100,0
CC1=CS(=O)(=O)CC1Sc1ncn[nH]1 (configuration not stated),104,0.8
CC(OC(=O)NC1CCCCC1)c1cc2ccccc2o1 (configuration not stated),103,-0.1
CCN(CC(=O)NCc1ccc(F)cc1)C(=O)c1cn(CC)c2nc(C)ccc2c1=O,102,-0.2
S=c1[nH]c2ccccc2n1Cc1ccccc1Cl,101,-0.1
CC(=O)Nc1ccc2c(CSc3nnc4nc(C)cc(C)n34)cc(=O)oc2c1,102,0.1
CCN1C(=O)C(Cc2nc3ccccc3c(=O)n2-c2cccc(C)c2)c2ccccc21 (configuration not stated),104,-1.1
O=C(COc1ncnc2ccccc12)NCC1CCCCC1,102,0.1
N#CCCn1nc(-c2ccccc2)cc1C(=O)N/N=C/c1ccncc1,104,0.3
CCNC(=S)N(Cc1ccccc1)Cc1nc2ccccc2c(=O)[nH]1,104,0.6
Cn1c(=O)c2sccc2n2c(CCCC(=O)Nc3ccc(Cl)cc3)nnc12,106,0.5
CC1CN(C(=O)COC(=O)c2ccc3c(c2)C(=O)N(c2ccc(Cl)cc2)C3=O)CC(C)O1 (configuration not stated),106,0.3
S=C1SCN(CCN2CCOCC2)CN1Cc1ccccc1,103,0.6
CCCc1cc(-n2cnc3ccccc32)n2c(nc3ccccc32)c1C#N,93,-1.9
COc1cccc(CNC(=O)c2cc3n(n2)CCCN(Cc2ccc(C)cc2)C3=O)c1OC,107,0.3
CCCSc1nc2c(c(=O)n1-c1ccccc1)SCC2,99,-1
CCOc1ccc(-c2cccc(NS(=O)(=O)c3ccc(C)s3)c2)nn1,110,0.9
Cc1ccn2cc(-c3cccs3)cc2c1,99,-0.4
Cn1nccc1NS(=O)(=O)c1ccc(NC(=O)C(F)(F)F)cc1,102,0
CC1=C(C)CC2C(=O)N(c3ccc(N4CCOCC4)cc3)C(=O)C2C1 (configuration not stated),100,-0.8
COc1ccc(CC(=O)Nc2cccc(-c3ccc(S(C)(=O)=O)nn3)c2)cc1,104,0.7
CCc1ccc(NC(=O)c2sc(-n3nc(C)c(Cc4ccc(OC)cc4)c3C)nc2C)cc1,101,-0.2
O=S(=O)(c1ccc(F)cc1)n1nc(C(F)(F)F)c2cnccc21,101,-0.4
N#Cc1ccccc1Sc1ccccc1C(=O)N(CC1CCCO1)C1CCS(=O)(=O)C1 (configuration not stated),103,0.1
O=C1CSC(c2cn(-c3ccccc3)nc2-c2ccccc2)N1CCCl (configuration not stated),102,0.4
COc1ccccc1OCCC(=O)C(C#N)c1nc2ccccc2[nH]1 (configuration not stated),107,0.5
CCOCC(O)CN (configuration not stated),100,-0.3
O=C(/C=C/c1ccco1)NC1CCCC1,104,0.4
O=C(CN(c1cc(C(F)(F)F)ccc1Cl)S(=O)(=O)c1ccccc1)NCCc1ccccc1,107,0.6
Cc1cccc(NC(=O)N2CCOc3ccc(Cl)cc32)c1,102,-0.9
COc1cccc(C2CC(=O)N(c3ccccc3)C3=C2C(=O)CCC3)c1OC (configuration not stated),101,-0.2
CCOC(=O)CN1CCCCCC1=O,101,-0.5
CSc1nnc(-c2ccncc2)n1C,102,0.2
COc1ccc2c(c1)NC(c1cccnc1)=NC(c1ccccc1)=N2,100,-1.2
CCN(C(=O)C12CCC(C)(C(=O)C1)C2(C)C)c1ccccc1 (configuration not stated),100,-0.5
O=C(Nc1cccc(Cl)c1Cl)N1CCCN(Cc2ccc(F)cc2)CC1,104,-0.2
CN1C(=O)Cc2cc(S(=O)(=O)N3CCN(c4ccccc4F)CC3)ccc21,109,0.6
COc1ccccc1N1CCN(C(=O)C2CCCN(S(=O)(=O)c3ccc4c(c3)CCCN4C(C)=O)C2)CC1 (configuration not stated),111,1
Cc1cc(C)c(C(=O)N2Cc3ccccc3NC2=S)c(C)c1,104,0.3
Cc1cc(Nc2ncc(Cl)cc2Cl)n(-c2ccccn2)n1,101,-0.3
Cn1nnnc1SCc1cccc(S(=O)(=O)N2CCOCC2)c1,105,0.3
S=C(NCc1ccccc1)Nc1cccc2ccccc12,99,-0.2
CCOC(=O)c1c(NC(=O)Cc2coc3cc(C)cc(C)c23)sc2c1CCC2,114,0
CC(NC(=O)c1ccc[nH]c1=O)c1ccc(Cl)cc1Cl (configuration not stated),105,0.3
CN(C)C(=O)N1CCC(C(=O)NCCC2=CCCCC2)CC1,99,-1.9
CCC(Cc1ccccc1)NC(=O)c1ccc2nc(N3CCC(C)CC3)sc2c1 (configuration not stated),108,0.4
Cc1cc(-n2c(C)cc(C(=O)CSc3ccc(F)c(F)c3)c2C)no1,100,-0.2
# Continued.
SMILES,PV pol inh,PV pol inh FP z-score
COc1ccc(-c2nc(C)c(CCNC(=O)c3cccc(C)c3)s2)cc1OC,99,-2
NC1=NC(=O)/C(=C\c2ccc3c(c2)OCO3)S1,92,-1.5
CCN(CC)c1ccc2cc(C(N)=O)/c(=N\NC(=O)c3ccccc3)oc2c1,77,-6.1
Cc1cccc(NC(=O)CN2C(=O)CSc3ccc(S(=O)(=O)N4CCCC4)cc32)c1C,119,0.5
CC(C)C12CN3CC(C(C)C)(CN(C1)C3c1ccccn1)C2=O (configuration not stated),121,3.3
CCCCOc1ccc(CNC(=O)c2cc3n(n2)CCCN(Cc2ccc(C)cc2)C3=O)cc1,110,0.8
Cc1cc2c(cc1S(N)(=O)=O)S(=O)(=O)CCC2,99,-0.4
COc1cccc(NC(=O)c2oc3ccccc3c2NC(=O)c2ccccc2C)c1,102,-0.8
Cc1cc(/C=C/c2ccc(OCC(O)CNC(C)C)cc2)on1 (configuration not stated),104,0.1
CCc1ccc(S(=O)(=O)Nc2cc3c(cc2N2CCOCC2)n(C)c(=O)c(=O)n3C)cc1,104,-0.6
CC1CCN(S(=O)(=O)c2ccc3c(c2)oc(=O)n3CC(=O)NCc2ccc(F)cc2)CC1,103,-0.2
CSc1ccc(NC(=O)NCc2ccccc2)cc1,101,-0.1
NC(=O)COC(=O)c1ccccc1Nc1ccccc1,101,-0.4
COC(=O)CCC(=O)Nc1nccs1,102,-0.1
CCCCn1c(-c2nn(C)cc2Cl)n[nH]c1=S,103,0.3
CN(C(=O)C1=CC(c2ccco2)=NS(=O)(=O)N1C)c1ccccc1,103,0.7
Cc1cc(C)cc(-n2c(SCC(N)=O)nc3c([nH]c4ccccc43)c2=O)c1,109,0.6
COc1cccc(C2C(=O)N(C3CCCCC3)CC(=O)N2Cc2ccc(Cl)cc2)c1 (configuration not stated),110,0.3
CC(C)(CN1CCC(Cc2ccccc2)CC1)NS(=O)(=O)c1ccccc1,103,0.2
Cc1ccc(Cn2c(C(=O)O)c(CNC3CC3)c3ccccc32)cc1,99,-1.3
COc1ccc(CCC(=O)NCCc2csc(-c3ccc(Cl)cc3)n2)cc1,101,-1.4
O=C(N/N=C/C=C/c1ccccc1)c1ccncc1,103,0.4
CC1(C)CC(=O)C(C(=S)Nc2ccccc2)=C(NCc2ccccc2)C1,101,0.1
CC(C)C(=O)Nc1c(C(=O)N2CCN(Cc3ccccc3)CC2)oc2ccccc12,102,0
FC(F)(F)c1nnc2c3ccccc3nc(-c3ccccc3)n12,101,0.1
COC(=O)c1ccccc1NC(=O)c1ccc(-n2nc(C(F)(F)F)c3c2-c2ccoc2CC3)cc1,103,0.3
CC(C)c1ccc(OCc2ccc(C(=O)Nc3cccnc3)o2)cc1,101,0.1
O=C(c1sc2ccccc2c1Cl)N1CCCC1,106,0.2
O=C(C(Cc1ccccc1)N1C(=O)C2C3C=CC(C3)C2C1=O)N1CCCCC1 (configuration not stated),101,-0.4
O=S(=O)(CCSc1nccc(-c2ccc(Cl)cc2)n1)c1ccc(Cl)cc1,107,0.6
Cc1ccc(OC(C)C(=O)Nc2ccc3c(c2)OCCO3)cc1 (configuration not stated),103,0.5
O=C(O)Cc1nonc1NCNc1nonc1CC(=O)O,101,0.1
CN(C)c1ccc(CNCCCn2ccnc2)cc1,101,-0.1
Cc1c(C#N)c(O)[nH]c(=O)c1N=Nc1ccc(S(N)(=O)=O)cc1,102,0
CC(C)N=c1scc(-c2cccs2)n1/N=C/c1ccc(O)c(O)c1O,110,1.4
CCN(CC)S(=O)(=O)c1ccc(NC(=O)c2cc(-c3cccs3)nc3ccccc23)cc1,100,0
CCN(CC)C1=NC(Cc2ccccc2)C(=O)N1c1ccccc1OC (configuration not stated),103,0.7
CC1Cc2ccccc2N1C(=O)Cn1ncc(Cl)c(Cl)c1=O (configuration not stated),92,-1.8
COc1ccc(N=c2oc3ccc(Cl)cc3cc2C(=O)NCc2ccco2)cc1OC,100,-0.5
CCCc1[nH]nc2c1C(c1c(Cl)noc1C)C(C#N)=C(N)N2c1ccccc1 (configuration not stated),109,0.7

# Given with two lines to a compound: entries from further up
# Results follow in this order: PV pol inh	PV pol inh FP z-score
Cc1ccc(OC(C)C(=O)Nc2ccc3c(c2)OCCO3)cc1 (configuration not stated)
→ 103	0.5
O=C(O)Cc1nonc1NCNc1nonc1CC(=O)O
→ 101	0.1
CN(C)c1ccc(CNCCCn2ccnc2)cc1
→ 101	-0.1
Cc1c(C#N)c(O)[nH]c(=O)c1N=Nc1ccc(S(N)(=O)=O)cc1
→ 102	0
CC(C)N=c1scc(-c2cccs2)n1/N=C/c1ccc(O)c(O)c1O
→ 110	1.4
CCN(CC)S(=O)(=O)c1ccc(NC(=O)c2cc(-c3cccs3)nc3ccccc23)cc1
→ 100	0
CCN(CC)C1=NC(Cc2ccccc2)C(=O)N1c1ccccc1OC (configuration not stated)
→ 103	0.7

# Taken from above.
# For PV pol inh FP z-score, `Cc1cc(Nc2ncc(Cl)cc2Cl)n(-c2ccccn2)n1` has -0.3
# For PV pol inh, `COC(=O)c1ccccc1NC(=O)c1ccc(-n2nc(C(F)(F)F)c3c2-c2ccoc2CC3)cc1` has 103
# For PV pol inh, `CC(C)(CN1CCC(Cc2ccccc2)CC1)NS(=O)(=O)c1ccccc1` has 103
# For PV pol inh FP z-score, `CC1CCN(S(=O)(=O)c2ccc3c(c2)oc(=O)n3CC(=O)NCc2ccc(F)cc2)CC1` has -0.2
# For PV pol inh, `COc1ccccc1N1CCN(C(=O)C2CCCN(S(=O)(=O)c3ccc4c(c3)CCCN4C(C)=O)C2)CC1` (configuration not stated) has 111
# For PV pol inh, `Cc1cccc(NC(=O)N2CCOc3ccc(Cl)cc32)c1` has 102
# For PV pol inh FP z-score, `CC(C)C(=O)Nc1c(C(=O)N2CCN(Cc3ccccc3)CC2)oc2ccccc12` has 0

# (list continues)
SMILES,PV pol inh,PV pol inh FP z-score
O=c1oc2ccccc2c(O)c1Cc1ccccc1,101,0
CCCOc1cc(C(N)=O)ccc1OC,101,-0.5
O=C(CSCc1cnn(-c2ccccc2)c1-n1cccc1)Nc1ccc(F)cc1F,107,-0.1
COc1cc(C(=O)OCC(=O)N2CCCC2=O)cc(OC)c1C,107,0.3
Cc1ccc(S(=O)(=O)N2CCSC2C(=O)O)cc1 (configuration not stated),104,0.8
COc1ccccc1/C=C1/SC(=S)NC1=O,107,0.9
CCOc1ccc(NC(=O)CC2C(=O)OCCN2CC)cc1 (configuration not stated),105,-0.1
O=C(O)CNC(=O)c1ccc(-c2ccccc2)cc1,98,-0.8
COc1ccccc1NC(=O)C1=C(C)Nc2nc(SCc3ccccc3F)nn2C1c1ccncc1 (configuration not stated),100,-1.6
COCCCNC(=O)c1ccc(Cn2c(=O)c3ccccc3n(CC(=O)Nc3c(C)cccc3C)c2=O)cc1,103,-0.9
CCOCCCNC(=O)c1[nH]c2cc(C)ccc2c1Sc1ccc(Cl)cc1,112,1.1
COC(=O)c1c(N)n(C2CCCC2)c2nc3ccccc3nc12,99,-1.2
CC1CCCCN1C(=O)CCS(=O)(=O)c1cc2c(cc1Cl)NC(=O)CO2 (configuration not stated),106,-0.1
C(=Nc1cccnc1)c1c[nH]c2ccccc12,112,0.9
Cc1cccc(NC(=O)c2sc3cccc(Cl)c3c2Cl)c1,100,-0.4
CCS(=O)(=O)c1ccc2oc(Nc3ccc(C(C)C)cc3)nc2c1,70*,-3.6*
COc1ccccc1NC(=O)CCN1CC(C)CC(C)C1 (configuration not stated),101,0
CN(c1nc(N)c(C#N)c(CC#N)c1C#N)C1CCS(=O)(=O)C1 (configuration not stated),109,0.7
O=C(COC(=O)c1ccc[nH]c1=O)NC(c1ccccc1)c1ccccc1,102,-0.1
CCC(C)NC(=O)Cn1cnc2c1c(=O)n(C)c(=O)n2C (configuration not stated),102,0.2
Nn1c(SCCN2C(=O)c3ccccc3C2=O)nnc1-c1ccccc1Br,107,0.8
CCOC(=O)c1c(C)n(-c2ccccc2)c2ccc(OC(=O)c3ccccc3NC(=O)C(C)C)cc12,104,0.3
COc1cc(-c2nnc(COc3cc(C(F)(F)F)cc(C(F)(F)F)c3)o2)cc(OC)c1OC,106,0.6
CCOc1ccc(N(C(C)C(=O)N(C)Cc2ccccc2)S(C)(=O)=O)cc1 (configuration not stated),99,-0.6
CCOc1ccc(C(=O)c2cn(Cc3ccccc3)c3c(F)cc(F)cc3c2=O)cc1,103,-1.1
NC(=O)c1c(C(F)(F)F)cc(C(F)(F)F)cc1C(F)(F)F,103,0.2
COc1cccc(C(=O)Nc2nc3ccc(S(=O)(=O)N4CCCC4)cc3s2)c1,111,0.9
CCOC(=O)CCc1c(C)nn(-c2ccc(N3CCOCC3)nn2)c1C,103,-0.3
CCN(CC)c1cc(C)c2cc(NC(=O)/C=C/c3ccccc3Cl)ccc2n1,108,1.1
